# Compound activity as filed in PubChem.
# NOD1 NF-kB reporter – inhibition of NOD1-driven NF-kB reporter – cell-based, luminescence, uHTS, primary screen (AID 1578); NOD1-driven NF-kB luciferase reporter cells, luminescence; higher % means a stronger effect; inhibition, % at 4 µM; hits with a dose series show EC50 in µM; 290,000 tested, 1% active; in the data active means inhibition mostly above about 36%, no sharp cut-off; inactive means mostly below about 34%;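 further: HEK-293T reporter cells stimulated with the NOD1 agonist gamma-tri-DAP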
# GPR35 arrestin U2OS – GPR35 antagonists blocking zaprinast-driven arrestin recruitment, primary screen, imaging, U2OS, beta-arrestin-GFP, zaprinast agonist (AID 2058); U2OS GPR35 beta-arrestin-GFP translocation imaging, zaprinast antagonism; higher % means a stronger effect; one-dose inhibition, % at 10 µM; IC50 in µM for titrated hits; 290,000 tested, 0.052% active;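 active means inhibition of at least 50% with at least 30 cells and total cytoplasm GFP at most 10,000,000; inconclusive means under 30 cells or total GFP of 10,000,000 plus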
# KOR beta-arrestin-1 – kappa opioid receptor blockers – cell-based, luminescence, uHTS (AID 1778). inhibition, % at 10 µM, or IC50 in µM where a hit was titrated. KOR beta-arrestin recruitment, luminescence, antagonist mode; higher % means a stronger effect. 290,000 tested, 0.091% active; further: strong numbers were not always called active
# Myeloid diff 2 – compounds promoting myeloid differentiation; ER-HoxA9 myeloid progenitors, lysozyme-GFP differentiation, flow cytometry; calls only at 10 µM; 360,000 tested, 1% active;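 active means normalized GFP-positive differentiation at or above the plate's own cutoff, the solvent-only control mean plus 3 SD; inconclusive means no clear call, values can overlap the other calls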;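 further: cells exposed to compound for four days before flow analysis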
# NOD2 inhibition – inhibition of NOD2-driven NF-kB reporter – cell-based, luminescence, uHTS, HEK293 (AID 1566); 290,000 tested, 0.63% active; HEK293 NOD2/NF-kB luciferase reporter, luminescence; higher % means a stronger effect; inhibition, % at 4 µM; hits with a dose series show EC50 in µM; further: many of its hits are not listed in these tables
# HIV peptide binding – inhibitors of HIV fusion peptide binding, primary screen, biochemical, uHTS, fluorescence dequenching (AID 1986). cell-free peptide binding, fluorescence dequenching, 30 min; higher % means a stronger effect. one-dose inhibition, % at 20 µM; IC50 in µM for titrated hits. 290,000 tested, 0.3% active; in the data active means inhibition mostly above about 52%, no sharp cut-off; inactive means mostly below about 76%; further: some results filed as inactive read as strong as hits
# GPR55 LPI antagonism – inhibition of LPI-stimulated GPR55 beta-arrestin translocation – imaging, U2OS, beta-arrestin-GFP, LPI agonist, primary screen (AID 2013); U2OS GPR55 beta-arrestin-GFP translocation imaging, LPI antagonism; higher % means a stronger effect; 290,000 tested, 0.13% active; inhibition, % at 10 µM; hits with a dose series show IC50 in µM;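 active means spots per cell inhibited over 60%, with over 100 cells counted and total cytoplasm intensity under 500,000; inconclusive means wells with under 100 cells, flagged as likely toxic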;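 further: U2OS cells stably carrying GPR55 and arrestin-GFP stimulated by 5 µM LPI near EC80; imaged beta-arrestin-GFP aggregate spots per cell after agonist stimulation; plate controls were LPI-stimulated DMSO wells for no effect and DMSO wells without LPI for full effect; some results filed as inactive read as strong as hits; confirmed hits need IC50 under 10 µM and bright autofluorescent wells are also inconclusive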
# KOR beta-arrestin-2 – kappa opioid receptor activators – cell-based, luminescence, uHTS, primary screen (AID 1777); activation, % at 10 µM; hits with a dose series show EC50 in µM; 280,000 tested, 0.02% active; KOR beta-arrestin recruitment, luminescence; higher % means a stronger effect; in the data active means activation above about 50%, passing the limit was not always enough; further: a part of the inactive calls stands beside numbers as strong as those of hits
# GPR55 beta-arrestin – selective activators of receptor GPR55 – imaging, U2OS cells, beta-arrestin-GFP redistribution, primary screen (AID 1961); 290,000 tested, 0.048% active; U2OS GPR55 beta-arrestin-GFP redistribution imaging; higher % means a stronger effect; one-dose activation, % at 10 µM; EC50 in µM for titrated hits;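 active means activation above 40% with more than 50 cells counted in the well; inconclusive means wells holding fewer than 50 cells, flagged as toxic or sparse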;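 further: U2OS osteosarcoma cells stably expressing GPR55 and beta-arrestin-GFP; plate controls were DMSO negative control for no effect and LPI positive control for full effect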
# Myeloid diff 2 GFP+ MAC1+ % – further read-out of Myeloid diff 2, marked with its call; GFP+ MAC1+ double positive, %; measured here: differentiation confirmed by MAC1 staining
# An asterisk follows results filed as active; i = inactive; ? = inconclusive; . = not tested or not shown; [ ] = dose if it differs, or a comment. Unless noted, no stated cut-off is given here; in the data, active means inhibition above about 50%; inactive means the rest. These rows are one share of the data. The share of hits here may be higher or lower than overall.
# Start of the listing, in advance:
compound,HIV peptide binding,Myeloid diff 2,Myeloid diff 2 GFP+ MAC1+ %,KOR beta-arrestin-2,GPR55 beta-arrestin,KOR beta-arrestin-1,NOD1 NF-kB reporter,GPR55 LPI antagonism,GPR35 arrestin U2OS,NOD2 inhibition
CNC(=O)NC(=O)COC(=O)/C=C/c1cccc(Br)c1,-1.5%,i,0.7,-1.4%,0.7%,-31.1%,23.0%,-30.9%,-13.1%,19.6%
Cc1cc(S(=O)(=O)N2CCOCC2)ccc1OCC(=O)Nc1cccc(F)c1,-1.3%,i,0.4,-4.9%,-0.2%,-13.6%,-9.2%,-3.4%,11.7%,6.6%

# Main list, previewed entries included:
compound,HIV peptide binding,Myeloid diff 2,Myeloid diff 2 GFP+ MAC1+ %,KOR beta-arrestin-2,GPR55 beta-arrestin,KOR beta-arrestin-1,NOD1 NF-kB reporter,GPR55 LPI antagonism,GPR35 arrestin U2OS,NOD2 inhibition
CNC(=O)NC(=O)COC(=O)/C=C/c1cccc(Br)c1,-1.5%,i,0.7,-1.4%,0.7%,-31.1%,23.0%,-30.9%,-13.1%,19.6%
Cc1cc(S(=O)(=O)N2CCOCC2)ccc1OCC(=O)Nc1cccc(F)c1,-1.3%,i,0.4,-4.9%,-0.2%,-13.6%,-9.2%,-3.4%,11.7%,6.6%
O=C(N/N=C/c1cccc(NC(=O)c2ccc(Cl)cc2)c1)c1cccc(O)c1,2.2%,i,0.7,4.0%,0.0%,15.2%,-6.5%,7.7%,6.0%,-44.6%
COc1ccc(N2CCN(C(=O)Cc3cccs3)CC2)cc1,-3.6%,i,1.4,-3.4%,-0.1%,-30.6%,-10.2%,5.8%,-10.6%,-10.5%
O=C(Nc1nnc(C2CC2)s1)c1cccc(S(=O)(=O)N2CC(c3ccccc3)CC2=O)c1 (stereo unspecified),1.9%,i,1.9,0.4%,-0.1%,20.5%,1.3%,-4.1%,18.6%,-0.9%
O=c1cc(-c2ccccc2)c2ccccc2[nH]1,-2.7%,i,0.6,-2.5%,-0.2%,5.7%,-11.3%,-2.0%,17.1%,0.4%
COC(=O)[C@H]1Cc2c([nH]c3ccccc23)[C@H](c2ccccc2)N1,1.1%,i,0.4,-0.7%,-0.1%,24.5%,-5.7%,14.9%,-6.3%,5.0%
CCS(=O)(=O)N1CCC(C(=O)Oc2ccccc2Cl)CC1,0.5%,i,1.4,-0.3%,0.0%,-2.4%[20 µM],-29.5%,-15.6%,-2.8%,1.7%
CCN(c1ccccc1)S(=O)(=O)c1ccc(C(=O)N(C)CCc2ccc(OC)c(OC)c2)cc1,1.0%,i,0.3,12.3%,-0.1%,-34.2%,-4.4%,-0.2%,-7.3%,5.8%
COc1ccccc1N(C)S(=O)(=O)c1ccc(C(=O)O)cc1,1.6%,i,0.6,1.1%,0.5%,8.4%,-6.0%,14.9%,-16.6%,9.3%
COc1ccc(C2NC(=S)NC3=C2CCc2ccccc23)cc1OC (stereo unspecified),-0.7%,i,1.1,1.9%,0.2%,-13.1%,-24.3%,11.1%,7.0%,13.5%
Cc1cccc(Oc2c(C=O)c3ccccc3n2C)c1,-3.3%,i,0.7,0.4%,0.0%,-12.3%,12.2%,10.2%,1.8%,21.8%
Nc1c(C(=O)NCCN2CCOCC2)c2nc3ccccc3nc2n1CCc1ccccc1,2.3%,?,.,-5.2%,0.2%,6.8%,-6.2%,5.6%,3.0%,10.5%
COc1cccc(CNC(=O)C2CCN(S(=O)(=O)c3ccc4c(c3)NC(=O)CO4)CC2)c1,-2.2%,i,0.6,0.6%,-0.1%,-13.8%,21.2%,8.0%,0.8%,-13.6%
O=c1oc2ccccc2c2c1nnn2CCO,0.6%,i,0.5,-3.2%,-0.3%,-13.1%[20 µM],-26.4%,6.4%,-3.9%,8.5%
C/C(CC(=O)Nc1cc(C)cc(C)c1)=N\NC(=O)c1ccccn1,-1.3%,i,0.3,-0.4%,-0.4%,6.2%,-14.7%,18.9%,1.1%,10.2%
CCCC(=O)Nc1c(C)n[nH]c1C,1.0%,i,0.6,3.6%,0.8%,3.3%,1.9%,3.2%,6.3%,9.2%
COc1cc(C2NC(=S)NC(C)=C2C(=O)c2ccccc2)ccc1O (stereo unspecified),-1.0%,i,0.8,6.6%,-0.2%,-10.1%,-10.4%,-2.6%,-11.1%,23.0%
C=CCn1c(SCC(=O)Nc2c(C)n(C)n(-c3ccccc3)c2=O)nc2sc(C)c(C)c2c1=O,1.7%,i,7.8,-2.0%,0.0%,18.8%,-7.5%,0.6%,0.1%,11.0%
O=C(CSc1nnnn1-c1ccccc1)Nc1ncc(Cc2cc(Cl)ccc2Cl)s1,0.6%,?,.,1.0%,0.6%,29.8%,-3.4%,11.5%,4.7%,23.2%
CC(C)(C)n1ncc2c(=O)n(CC(=O)Nc3ccccc3)cnc21,4.4%,i,0.7,-4.5%,-0.1%,21.5%,23.5%,6.9%,18.3%,8.1%
CCOC(=O)N1CCN(C(=O)C2CCN(Cc3cccc(OCc4ccccc4)c3)CC2)CC1,-2.0%,i,1.8,8.8%,0.0%,-1.2%,-4.2%,2.5%,2.0%,8.5%
CCOC(=O)Nc1ccc2c(c1)N(C(=O)CCN(CC)CC)c1ccccc1CC2,-2.2%,i,0.4,.,-0.2%,-34.4%[20 µM],-22.5%,-1.5%,0.5%,-11.8%
O=C(NCc1ccco1)c1cc(C(=O)C2CC2)c[nH]1,-2.6%,i,1.1,4.2%,0.0%,-0.9%,16.6%,-10.3%,7.9%,23.3%
COc1ccc(-n2cccc2C=O)cc1OC,-2.6%,i,2.2,-1.2%,-0.1%,5.2%,5.7%,13.8%,10.2%,11.7%
O=C(O)Cn1nc(-c2ccc(Cl)cc2)ccc1=O,1.8%,i,0.6,-1.8%,0.0%,4.0%,-2.6%,7.1%,12.2%,-5.5%
C=Cc1ccc(C(=O)NC2CCCN(Cc3ccccc3F)C2)cc1 (stereo unspecified),1.1%,i,0.3,-1.8%,-0.1%,-3.4%,-13.8%,19.8%,1.9%,-2.9%
CCOC(=O)C1=C(C)NC(=O)NC1c1ccc(OCC(=O)N2CCCCC2)cc1 (stereo unspecified),4.0%,i,1.4,2.4%,-0.2%,-0.7%,-4.4%,30.4%,13.0%,0.3%
CC(=O)OC(C(=O)N1CCOCC1)c1c(F)cccc1F (stereo unspecified),-0.6%,i,0.1,-3.8%,-0.3%,2.0%,-4.0%,-2.2%,5.8%,-0.5%
CC1CN(c2c3c(nc4ncnn24)CCCC3)CC(C)O1 (stereo unspecified),1.9%,i,1.5,-3.0%,0.2%,8.0%,-8.4%,3.7%,0.7%,1.0%
O=C1NC(=O)C2(COC(c3ccncc3)OC2)S1 (stereo unspecified),0.1%,i,0.4,-1.8%,-0.4%,.,2.2%,-7.1%,-12.6%,-2.7%
CSc1cccc(NC(=S)N(C(C)C)C(C)c2ccccn2)c1 (stereo unspecified),1.5%,i,1.4,-1.6%,-0.4%,4.8%,-4.2%,-3.2%,-8.0%,1.6%
NC(=O)CC(NC(=O)OCc1ccccc1)C(=O)O (stereo unspecified),-1.7%,i,0.6,1.5%,0.7%,3.2%,7.9%,41.3%,-0.4%,-6.8%
COc1ccc(NC(=O)c2ccc3ccccc3n2)cc1S(=O)(=O)N1CCCCC1,15.1%,i,0.5,6.7%,-0.4%,0.6%,-18.8%,6.5%,6.8%,-1.4%
Cc1nn(-c2ccccc2)c2sc(C(=O)OCN3C(=O)c4ccccc4C3=O)cc12,-3.6%,.,.,-5.8%,-0.2%,0.1%,-51.6%,0.9%,3.0%,20.0%
CC1CC(C)CN(C(=O)c2ccc(S(=O)(=O)N3CCCC3)cc2)C1 (stereo unspecified),2.3%,i,0.6,4.4%,-0.1%,-8.9%,-10.8%,12.7%,-15.5%,9.0%
O=C(CN(Cc1ccco1)C(=O)CNS(=O)(=O)c1ccccc1)NCc1ccc(F)cc1,-0.2%,i,0.8,-4.8%,0.0%,24.7%,-20.1%,8.1%,-5.2%,7.8%
Cc1cc(S(=O)(=O)N2CCOCC2)ccc1OCC(=O)NCc1ccccn1,0.5%,i,0.6,4.2%,-0.2%,-49.5%,-30.6%,-3.3%,1.0%,-9.3%
COc1ccc(C2N(c3ccc4c(c3)OCCO4)C(=O)C2(F)F)cc1OC (stereo unspecified),-0.9%,i,0.5,-3.3%,-0.1%,18.1%,1.9%,-0.5%,-4.8%,20.6%
COc1ccc(/C=C(/Sc2nnc(-c3ccc(Cl)cc3)o2)C(=O)O)cc1,-2.1%,i,0.1,0.2%,0.3%,17.4%,15.5%,-3.6%,-12.4%,13.5%
Cc1ccc(S(=O)(=O)N2CCN(Cc3ccccc3C(F)(F)F)CC2)cc1,3.2%,i,1.0,10.2%,-0.2%,-7.3%,4.4%,4.8%,13.3%,-19.8%
CCC(C)OC(=O)C1C(c2ccccc2)C(C(=O)O)C1c1ccccc1 (stereo unspecified),1.1%,i,0.6,2.5%,0.3%,-23.4%,-18.4%,6.9%,-1.9%,-4.2%
CCc1cc(-c2n[nH]c(=S)n2CC(C)C)cs1,1.8%,i,0.2,2.1%,-0.2%,16.6%,-33.4%,14.8%,-15.5%,-2.7%
CCN(CC)C(=O)CSc1nc(N)c(-c2ccccc2)c(=O)[nH]1,0.0%,i,0.3,3.3%,0.1%,2.1%,-22.5%,3.9%,-12.6%,4.3%
CCCCCCOc1ccc(/C=N/NC(=O)C2CC2)cc1,-0.7%,i,0.6,-3.1%,-0.1%,-3.0%,-10.5%,12.8%,-1.2%,3.7%
Cc1ccc(C(=O)COC(=O)CNC(=O)c2cccs2)cc1C,1.4%,i,0.4,.,-0.1%,-48.5%[20 µM],-26.7%,4.1%,-1.4%,4.7%
CCN(CC)CCNc1nc(-c2ccc(OC(F)F)cc2)c(C)s1,-1.0%,i,0.7,-3.1%,0.1%,1.6%,-40.1%,10.5%,-3.1%,2.6%
C#CCSc1nc(Cc2ccc(Cl)cc2)nc2ccccc12,0.3%,i,0.7,0.1%,-0.1%,-25.1%,-31.5%,19.6%,4.1%,6.6%
Cc1ccc(C(=O)NC(=S)NCc2ccco2)cc1,-0.1%,i,0.4,-0.7%,-0.1%,-15.7%,-43.1%,-1.1%,9.1%,-5.1%
O=C(c1ccc(CS(=O)(=O)c2ccc(Br)cc2)o1)N1CCOCC1,-0.8%,i,4.0,2.8%,-0.2%,-29.8%,21.5%,-11.0%,1.3%,7.0%
Cc1c(/C=N/NC(=O)c2ccc3c(c2)OCO3)cnn1C,-3.7%,i,0.6,0.2%,0.3%,13.9%,.,19.9%,0.1%,7.1%
